Source: PubChem (National Center for Advancing Translational Sciences (NCATS))
B2AR arrestin = agonists driving beta-arrestin recruitment to human beta2-adrenergic receptor | P07550 | 330,000 tested, 0.02% active | AID 492947 | beta-arrestin recruitment to beta2AR, cell-based reporter | Potency, µM (highest dose often 46.1 µM), inactives show at the highest dose activation, actives largely listed as activators;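 further: potency means the concentration at half of the fitted maximal effect; 0% = DMSO controls and full agonism = EC100 isoproterenol or metaproterenol; nearly all actives have a fitted effect of over 65% in size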
Target sequence (P07550 whole entry, looked up): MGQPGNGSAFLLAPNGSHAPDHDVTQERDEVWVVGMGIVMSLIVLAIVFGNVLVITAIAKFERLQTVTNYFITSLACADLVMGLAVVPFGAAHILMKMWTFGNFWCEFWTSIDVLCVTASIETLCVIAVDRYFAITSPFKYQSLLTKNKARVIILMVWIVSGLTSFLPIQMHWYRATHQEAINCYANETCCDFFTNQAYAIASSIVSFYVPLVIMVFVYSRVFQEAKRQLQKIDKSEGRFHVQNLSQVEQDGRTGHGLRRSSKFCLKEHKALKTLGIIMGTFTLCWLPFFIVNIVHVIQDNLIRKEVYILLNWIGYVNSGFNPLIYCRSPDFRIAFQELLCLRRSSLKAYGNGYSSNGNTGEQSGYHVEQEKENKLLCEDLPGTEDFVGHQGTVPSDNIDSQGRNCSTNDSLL
Eya2 inh = blocks the phosphatase activity of human Eya2. O00167. recombinant Eya2, OMFP fluorescence dephosphorylation (OMFP is methylfluorescein phosphate). Potency, µM (top dose mostly 76.9 µM), for inactives: at the top dose activity, negative = inhibition, hits mostly inhibitors. 330,000 tested, 0.006% active. AID 488837; further: potency means the concentration at half of the fitted maximal effect; on the % scale 0 is the no-effect control and ±100 the full control effect
Target sequence (O00167 whole entry, looked up): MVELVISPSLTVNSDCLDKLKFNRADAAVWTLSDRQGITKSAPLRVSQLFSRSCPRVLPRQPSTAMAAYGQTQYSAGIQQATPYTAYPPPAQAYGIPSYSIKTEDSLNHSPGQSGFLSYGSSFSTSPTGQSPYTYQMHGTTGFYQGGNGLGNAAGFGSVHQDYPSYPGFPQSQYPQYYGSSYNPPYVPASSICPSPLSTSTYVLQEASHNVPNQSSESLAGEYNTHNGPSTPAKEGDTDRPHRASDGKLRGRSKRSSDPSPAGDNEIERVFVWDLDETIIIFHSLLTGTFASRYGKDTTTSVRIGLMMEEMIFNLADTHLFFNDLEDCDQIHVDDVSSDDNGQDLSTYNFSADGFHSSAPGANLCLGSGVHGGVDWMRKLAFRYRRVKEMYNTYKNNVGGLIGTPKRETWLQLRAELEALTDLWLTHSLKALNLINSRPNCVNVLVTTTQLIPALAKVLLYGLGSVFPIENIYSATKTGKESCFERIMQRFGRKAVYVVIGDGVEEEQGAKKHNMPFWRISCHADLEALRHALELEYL
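Eya2 protein (added as 0.2 uM solution) was preincubated with compound for 10 min at ambient temperature in 50 mM HEPES pH 7.5, 50 mM NaCl, 5 uM MgCl2, 0.05% BSA, 1 mM DTT. OMFP (added at 50 uM) then reacted 10 min; fluorescence read at 485/525 nm.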
PTAP TSG101 blk = blocks PTAP/TSG101 interaction to inhibit HIV-1 budding; Fluorescence polarization, FITC-PTAP peptide / Tsg101 binding; Potency, µM (highest dose often 115 µM), for the others: at the highest dose activity change, negative = inhibition, hits mostly inhibitors; 340,000 tested, under 10 active; AID 493005; active means well fitted inhibition curve with a large enough effect in the main read-out, with a control signal flat, not every such curve was filed as active; inconclusive means small, poorly fitted or top-dose-only effect, or effect the other way, or a change in a side signal; inactive means no such curve, though single readings can be large or run the other way; further: potency means the concentration at half of the fitted maximal effect; % of control where 0% means no effect
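FP read-out: FITC-PTAP peptide, 50 nM final, binding Tsg101 binding domain, 10 uM final; 20 min, r.t.; 10 mM HEPES pH 7.5, 0.15 M NaCl, 0.01% Tween 20, 3 mM EDTA, 0.1 mM TCEP.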
Chronic BCR inh = chronic active BCR signaling inhibition | ABC-DLBCL IkBa-CBG/CBR reporter, luminescence ratio, 4 h | Potency, µM (titrated, usually from 46.1 µM), without a hit: at the top dose ratio change, negative = lower green/red ratio, usual class: inhibitors | 340,000 tested, 0.05% active | AID 493014; active means well fitted inhibition curve with a large enough effect in the signal ratio, with a control signal flat, not every such curve was filed as active; inconclusive means small, poorly fitted or top-dose-only effect, or effect the other way, or a change in a side signal; the % refers to the signal ratio;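 further: potency means the concentration at half of the fitted maximal effect; plate controls were basal doxycycline-induced cells for no effect and cells given 10 µM MG132 for full effect; MG132 reads +100%, hits lower the ratio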
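Concentration-response series (up to 46 uM) were applied to TMD8 dual-reporter cells for 4 h at 37C with doxycycline. Green/red ratio, after filter-overlap correction, defined %Activity; red signal alone was normalised to basal cells and zero luminescence.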
uPA surface inh = inhibitors of cell surface uPA generation; Potency, µM (series often up to 38.3 µM), for inactives: at the highest dose activity change, negative = inhibition, most hits filed as inhibitors; cell surface uPA generation assay, qHTS; 330,000 tested, 0.31% active; active means well fitted inhibition curve with a large enough effect; inconclusive means small, poorly fitted or top-dose-only effect; inactive means no such curve, though single readings can be large or run the other way; tested in mouse RAW 264.7 cells; further: potency means the concentration at half of the fitted maximal effect; on the % scale 0 is the no-effect control and ±100 the full control effect; nearly all actives have a fitted effect of over 55% in size
TCR act = activates T cell receptor signaling | Potency, µM (highest dose often 9.22 µM), for the others: top-dose activation of IL-2 secretion, hits mostly activators | primary human leukocytes, anti-CD3, IL-2 HTRF, 48 h | 330,000 tested, under 10 active; further: % of control where 0% means no effect
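Primary human leukocytes were stimulated with a-CD3 beads plus compounds for 48 hr without co-stimulation; secreted IL-2 was quantified by HTRF using a-IL-2-K (europium cryptate) and a-IL-2-d2, excited at 320nm with acceptor emission read at 665nm.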
Mito fusion act = mitochondrial division inhibition or fusion activation | S. cerevisiae fusion-defective mutant growth rescue, CellTiterGlo 48 h | Potency, µM (highest dose often 46.1 µM), for inactives: at the highest dose growth rescue (activation), actives largely listed as activators | 320,000 tested, 0.23% active | AID 485298;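 further: potency means the concentration at half of the fitted maximal effect; % of control where 0% means no effect; nearly all actives have a fitted effect of over 45% in size; temperature-sensitive fusion mutants such as fzo1-1 at 37 °C on non-fermentable ethanol glycerol medium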
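Read-out: ATP-based luminescence (CellTiterGlo, 10 min ambient) reporting growth of fusion-defective ts yeast after 48 hours at 37C on glycerol/ethanol YPEG medium in the presence of compound.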
USP2a inh = blocks human ubiquitin-specific protease USP2a | O75604 | 330,000 tested, 0.01% active | USP2 core, Ub-CHOP2 coupled fluorogenic reporter, 485/531 | Potency, µM (top dose mostly 38.3 µM), for the others: at the top dose activity change, negative = inhibition, most hits filed as inhibitors | AID 463254;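 further: potency means the concentration at half of the fitted maximal effect; plate controls were DMSO wells for no effect and full inhibition by NEM control for full effect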
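Cell-free coupled assay: 10nM USP2 core preincubated 30min RT with compound in Tris-HCl pH 8.0/CaCl2/CHAPS buffer, then 25nM Ub-CHOP2 and 25nM reporter substrate; fluorescence (Ex 485/Em 531) read after 60min RT, normalized to NEM inhibition, concentration-response curves fitted.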
ELG1 DNA repair = blocks ELG1-dependent DNA repair in HEK293T cells; HEK293T ELG1-luciferase reporter, luminescence, 16 h; DNA damage induced by 5-fluorouridine; Potency, µM (doses to about 46.1 µM), for the others: at the highest dose activity change, negative = inhibition, actives largely listed as inhibitors; 330,000 tested, 2.3% active; AID 504467; further: potency means the concentration at half of the fitted maximal effect; on the % scale 0 is the no-effect control and ±100 the full control effect; nearly all actives have a fitted effect of over 55% in size
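Reporter activity after DNA damage by 5-fluorouridine is monitored. Compound-treated cells incubate 16 hr at 37 °C, then ONE-Glo is added for 30 min before luminescence reading.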
TSHR antagonist = antagonists of human thyroid stimulating hormone receptor; 330,000 tested, 0.2% active; P16473; activity change, negative = inhibition, % at 11.5 µM; TSHR-expressing cells, TSH-stimulated cAMP HTRF, 2 h; stronger effect = lower value;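 active means activity change below a set negative limit, meaning inhibition stronger than a set level, cut at about -70% in these data; inconclusive means activity change between two set negative limits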; further: on the % scale 0 is the no-effect control and ±100 the full control effect
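Inhibition of cAMP made by TSHR-expressing cells under TSH stimulation (4nM final, EC80; 2 h, 37 deg C) is quantified with a one-step lysis HTRF kit, anti-cAMP cryptate versus cAMP-d2.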
Tb PFK block = blocks T. brucei phosphofructokinase | O15648 | T. brucei PFK, ADP-Glo luminescence | Potency, µM (top dose mostly 57.5 µM), for the others: at the top dose activity, negative = inhibition, hits mostly inhibitors | 330,000 tested, 0.17% active | AID 485367;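 further: potency means the concentration at half of the fitted maximal effect; 0% = uninhibited 1x PFK enzyme wells and -100% = no-enzyme wells; nearly all actives have a fitted effect of over 60% in size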
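Compounds were pin-transferred as a titration series up to 57 uM into substrate buffer (0.5 mM F6P, 0.1 mM ATP, pH 8.0), then 1.25 nM PFK was added and reactions ran 45 min before ADP-Glo detection.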
The depositor's hits bear a star; u = inconclusive; x = no result given; [ ] = another dose, or the depositor's remark. Unless noted, the call rests on the fitted dose curve; in most records, active means well fitted curve in the direction sought with a large enough effect; inconclusive means small, poorly fitted or top-dose-only effect, or another doubt; inactive means no such curve, though single readings can be large; an effect the other way counts as inactive or inconclusive.

SMILES	B2AR arrestin	Eya2 inh	PTAP TSG101 blk	Chronic BCR inh	uPA surface inh	TCR act	Mito fusion act	USP2a inh	ELG1 DNA repair	TSHR antagonist	Tb PFK block
COc1ccc(CNC(=O)CCc2nc3cc(S(=O)(=O)N(C)C)ccc3n2C)cc1OC	0.2%	6%	1%	0%	-2%	3%	3%	-1%	-17%	-7	0%
COc1cc(C(=O)N/C(=C\c2cn(C)c3ccccc23)C(=O)N2CCOCC2)cc(OC)c1OC	0.1%	0%	-4%	7%	-7%	-1%	3%	1%	u	-7	-5%
Cc1ccc(N2C(=O)CC(C3CCCO3)C2=O)cc1 (stereo unspecified)	0.0%	-20%	-1%	-4%	8%	1%	-1%	4%	-1%	4	0%
CCC(Cc1ccccc1)NC(=O)/C=C/c1ccco1 (stereo unspecified)	0.2%	-8%	-3%	-1%	-3%	x	2%	0%	20%	6	3%
CCN(CC)CCNC(=O)c1ccc(NC(=O)c2ccccc2-c2ccc(C(F)(F)F)cc2)cc1	0.2%	-13%	-4%	1%	1%	-7%	-4%	-1%	5%	0	-4%
CCN(CC)CCNC(=O)c1ccc(NC(=O)C2CCN(S(=O)(=O)c3ccc4c(c3)OCCO4)CC2)cc1	0.1%	-4%	-11%	2%	5%	-5%	-8%	2%	7%	-3	-2%
COc1ccccc1N1CCN(C(=O)c2ccc3[nH]c4c(c3c2)CC(C)CC4)CC1 (stereo unspecified)	-0.2%	-1%	0%	19%	4%	-3%[46.1 µM]	u	-10%	u	8	1%
CN1/C(=C\C(=O)CSc2nnc(N)s2)C(C)(C)c2ccccc21	-1.2%	-3%	-7%	-2%	2%	-1%[46.1 µM]	7%	0%	-11%	8	4%
COCCCNC(=O)CSC1=Nc2ccccc2C2=NC(Cc3c[nH]c4ccccc34)C(=O)N12 (stereo unspecified)	-1.6%	6%	-1%	u	5%	0%	2%	-1%	2%	5	1%
O=C(CCNC(=O)c1ccccc1Cl)Nc1cccc(C(F)(F)F)c1	-0.1%	-13%	-2%	0%	3%	-8%[46.1 µM]	-1%	0%	3%	1	-2%
Cc1ccnc(NC(=O)C2CCN(S(=O)(=O)c3cccc4nsnc34)CC2)c1	-0.2%	-6%	-7%	0%	1%	2%	1%	0%	u	-12	-6%
Nc1ccccc1Nc1c(F)c(F)nc(F)c1Cl	-0.9%	2%	0%	3%	-7%	3%	2%	0%	-2%	3	3%
Cn1c2ccccc2c2cnn(CC(=O)Nc3ccc(F)cc3F)c(=O)c21	-0.4%	-22%	-2%	0%	1%	-6%	1%	0%	-6%	1	1%
O=C(CSc1ccc(-c2nc3ccccc3[nH]2)cn1)Nc1ccc2c(c1)OCCO2	-0.4%	7%	-5%	-6%	-9%	x	-1%	0%	u	12	-9%
c1cc2c(cnc3cscc32)s1	-1.4%	-10%	-1%	-7%	12%	22%[46.1 µM]	0%	0%	u	14	2%
CN(CC(=O)Nc1ccc(Cl)c(C(F)(F)F)c1)C(=O)Cc1c[nH]c2ccccc12	-0.1%	-9%	0%	5%	1%	4%	-8%	2%	-8%	x	-7%
CC1CN(C(=O)N2c3ccccc3Sc3ccccc32)C(C)CC1=O (stereo unspecified)	-0.3%	-2%	0%	0%	4%	x	10%	-8%	-9%	-2	-2%
Cc1[nH]c2ccc(S(N)(=O)=O)cc2c1C	-0.3%	-6%	-3%	0%	1%	-7%	1%	2%	0%	9	-3%
Cc1ccc(Oc2nc3ccccn3c(=O)c2/C=C(\C#N)C(=O)Nc2c(C)n(C)n(-c3ccccc3)c2=O)cc1	0.1%	-6%	-6%	0%	-6%	-4%[46.1 µM]	-10%	3%	18%	98	3%
COc1ccc(/C=C2\C(=N)N3N=C(CC(=O)N4CCOCC4)SC3=NC2=O)cc1	0.4%	5%	-4%	1%	9%	2%	10%	-1%	10%	8	-1%
Cc1cc(C)cc(NC(=S)NCc2ccc(F)cc2)c1	0.3%	-2%	1%	5%	0%	-8%[46.1 µM]	5%	-2%	8%	-1	-5%
O=C(CCc1ccccc1)NC1(Cc2ccccc2)CCN(CCCc2ccccc2)C1=O (stereo unspecified)	0.5%	-8%	-1%	u	-6%	4%	u	-2%	u	-25	-1%
Cc1c(C(=O)NC(C)CN2CCCCC2)oc2ccccc12 (stereo unspecified)	0.1%	6%	-6%	5%	x	-5%	-1%	2%	14%	-5	2%
O=C(CCCc1ccccc1)NCCS(=O)(=O)N1CCN(c2ccc(F)cc2)CC1	-0.3%	10%	-12%	-13%	10%	1%	7%	1%	-10%	-6	-11%
O=C(COC(=O)c1ccc(Cl)c([N+](=O)[O-])c1)Nc1ccccc1OC(F)F	-0.2%	6%	0%	u	3%	0%[46.1 µM]	-5%	-1%	23%	-8	-3%
O=C(NCCOc1ccccc1)c1ccccc1NC(=O)C1CCCO1 (stereo unspecified)	-0.4%	3%	-4%	u	-2%	-3%	-4%	-1%	u	-4	1%
CCC(C)(C)NC(=O)C(c1ccc(C)cc1)N(CC1CCCO1)C(=O)CNC(=O)c1cccs1 (stereo unspecified)	-0.1%	u	-5%	-11%	2%	2%	17%	-1%	0%	9	-2%
O=C(c1ccco1)N1C(=O)c2cccc3c(S(=O)(=O)N4CCCC4)ccc1c23	-0.1%	-6%	-1%	-1%	2%	1%	0%	1%	u	1	2%
Cc1ccc(S(=O)(=O)c2nc(-c3cccs3)oc2NCCCN(C)C)cc1	0.0%	18%	1%	0%	3%	1%[46.1 µM]	-3%	3%	-18%	11	5%
COc1cccc2sc(Nc3nnc(-c4ccccc4Cl)o3)nc12	0.4%	-4%	0%	u	u	2%[46.1 µM]	19%	-3%	u	-8	15%
O=C(NCCc1cccs1)C1CC1	5.8%	u	-5%	2%	-2%	-1%	-3%	1%	0%	-2	2%
Cc1ccc(-c2nc(=S)c3c(n2Cc2ccco2)CC(C)(C)OC3)cc1	4.3%	21%	-7%	7%	-11%	-5%	-4%	0%	5%	4	0%
CCCCCc1c(O)nc(SCCN(CC)CC)[nH]c1=O	0.5%	-2%	-1%	u	-5%	-2%	-8%	1%	10%	-8	3%
Nc1nnc(-c2cccc([N+](=O)[O-])c2)s1	-1.1%	13%	-3%	-19%	-2%	0%	18%	2%	4%	-9	4%
COc1ccc(-c2nc3c(c4nnc(SC(C)C(=O)Nc5ccccc5)n24)COC(C)(C)C3)cc1 (stereo unspecified)	0.0%	-8%	-1%	8%	-1%	0%[46.1 µM]	2%	0%	u	-8	11%
CSc1nc2c(cc1C#N)CCCCC2	-1.7%	3%	-5%	u	5%	1%[46.1 µM]	1%	-5%	-6%	-7	-4%
Cc1cc(C)c[n+](C(C)C(=O)c2ccc(-c3ccccc3)cc2)c1 (stereo unspecified)	-0.2%	2%	1%	-13%	-7%	-1%[46.1 µM]	-4%	4%	u	-8	8%
Cc1ccc(S(=O)(=O)N2CCN(C(=O)COC(=O)c3cc(C)oc3C)CC2)cc1	-0.8%	-5%	-2%	-1%	2%	-4%	5%	-1%	-27%	-9	-2%
O=C1CC[C@@H](OCc2ccccc2)CCN1CC[C@H](Sc1ccccc1)c1ccccc1	-1.0%	-10%	1%	19%	-1%	-1%	-6%	0%	u	-14	-5%
Cc1cc(=O)oc2cc(OCC3CC(c4ccccc4)=NO3)ccc12 (stereo unspecified)	3.5%	6%	-3%	u	x	-22%	13%	2%	6%	-1	2%
Cc1cccn2c(=O)c(C=Nc3ccccc3)c(NCCO)nc12	-0.3%	-4%	-6%	5%	5%	-18%	1%	15%	-3%	4	6%
Cc1cccc(N2CCN(C(=O)CSCc3c(C)noc3C)CC2)c1C	-0.1%	-10%	-5%	-9%	-5%	-1%	3%	2%	10%	-30	-5%
CNC(=S)NCC(O)c1ccc([N+](=O)[O-])cc1 (stereo unspecified)	-0.2%	-19%	0%	2%	4%	6%	2%	0%	11%	0	-6%
Fc1ccc2cc(-c3ccccc3F)ncc2c1	0.1%	7%	-1%	-2%	2%	-1%	x	-2%	u	12	-1%

Outcome played no part in choosing rows. Share with any hit: about 3%.
